High-throughput results deposited in PubChem BioAssay by several laboratories.
PLAP activator – activators of human placental alkaline phosphatase; P05187; purified PLAP enzyme, luminescent substrate read-out; hits give high values; activation fold at 20 µM; hit rate 1.2% among 96,000; in the data active means activation fold above about 2
Target sequence (P05187 whole entry, looked up): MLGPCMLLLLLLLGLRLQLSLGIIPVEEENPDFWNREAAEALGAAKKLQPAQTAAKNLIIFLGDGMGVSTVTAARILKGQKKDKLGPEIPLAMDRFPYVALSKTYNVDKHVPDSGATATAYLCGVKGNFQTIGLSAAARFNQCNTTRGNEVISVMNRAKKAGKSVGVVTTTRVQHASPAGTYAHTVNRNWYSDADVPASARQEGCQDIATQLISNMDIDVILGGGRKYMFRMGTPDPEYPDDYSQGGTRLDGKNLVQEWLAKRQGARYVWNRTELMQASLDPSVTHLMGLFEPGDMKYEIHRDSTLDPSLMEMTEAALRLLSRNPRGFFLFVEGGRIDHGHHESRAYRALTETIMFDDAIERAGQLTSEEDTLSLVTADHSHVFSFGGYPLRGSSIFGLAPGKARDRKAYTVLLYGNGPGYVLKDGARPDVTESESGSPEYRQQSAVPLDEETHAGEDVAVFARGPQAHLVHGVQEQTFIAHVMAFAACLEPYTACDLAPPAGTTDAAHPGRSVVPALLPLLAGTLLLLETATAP
E coli WT exp – blocks growth of wild type E. coli BW25113; OD600 absorbance; growth inhibition, % at 100 µM; hit rate 0.15% among 98,000;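 active means growth inhibition above about 50% at one test dose, limit read from the data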;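 further: growth measured after 20 h incubation at 37 °C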
Pyk2 oligo antag – Pyk2 (human) oligomerization antagonism; Q293 cells, Pyk2 FERM NanoBiT luminescence; hits give low values; z-score (the deposit names both 25 µM and 10 µM); hit rate 0.83% among 99,000; AID 1347419;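 active means Z-score of -3 or lower, scaled per plate to the spread of control and sample wells; inactive means z-score above -3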;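 further: negative z-score means lost luminescence so less FERM oligomerization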
CYP2C9 activ – CYP2C9 (human) activation. recombinant CYP2C9, luciferin-H conversion, luminescence; hits give high values; factor 1 = untreated enzyme, 0 = blocked. activation factor at 5 µM. hit rate 1.4% among 96,000. AID 1024;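 active means activation factor of 2 or more for CYP2C9 at a 5 µM dose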;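 further: 0 = sulfaphenazole-blocked wells and 1 = vehicle-only wells; values of inactives mirror those of a sister screen read the other way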
Target sequence (P11712 whole entry, looked up): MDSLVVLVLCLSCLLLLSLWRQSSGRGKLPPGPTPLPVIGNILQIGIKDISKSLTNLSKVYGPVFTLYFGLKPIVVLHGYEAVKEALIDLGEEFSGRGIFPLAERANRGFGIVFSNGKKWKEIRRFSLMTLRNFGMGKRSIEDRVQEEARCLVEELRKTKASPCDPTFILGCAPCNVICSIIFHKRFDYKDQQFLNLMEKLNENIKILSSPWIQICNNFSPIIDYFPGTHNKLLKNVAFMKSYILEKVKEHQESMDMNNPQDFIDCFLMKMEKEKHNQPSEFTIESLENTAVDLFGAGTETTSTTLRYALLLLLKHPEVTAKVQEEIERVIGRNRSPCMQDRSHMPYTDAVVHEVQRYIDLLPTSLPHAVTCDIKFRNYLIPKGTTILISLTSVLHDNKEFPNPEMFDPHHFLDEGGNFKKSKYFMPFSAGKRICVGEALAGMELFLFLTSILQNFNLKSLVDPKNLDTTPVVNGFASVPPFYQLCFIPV
CYP2C19 act – increases human CYP2C19 enzyme activity; recombinant CYP2C19, luciferin-H EGE luminescence; hits give high values; 0 = fully inhibited enzyme, 1 = untreated enzyme; activation factor at 5 µM; 96,000 tested, under 10 active; AID 1025;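 active means activation factor of at least 2 at 5 µM in the primary screen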;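 further: 0 = wells with 2.5 mM tranylcypromine and 1 = vehicle-only wells; values of inactives mirror those of a sister screen read the other way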
PostGolgi yeast – growth inhibition of a yeast mutant, post-Golgi transport screen. post-Golgi transport phenotypic cell assay. inhibition, % at 10 µM. hit rate 0.9% among 98,000; in the data active means inhibition above about 30%;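 further: yeast cells grown in 1536-well plates; yeast grown about 18 h at 30C before absorbance read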
CYP2C9 inhib – inhibitors of human CYP2C9; P11712; CYP2C9 Supersomes, luciferin-H conversion, luminescence; inhibition, % at 5 µM; hit rate 20% among 96,000; AID 777;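 active means blocking of liver enzyme CYP2C9 beyond about 50% at 5 µM, limit read from the data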; further: values of inactives mirror those of a sister screen read the other way
EphB4 ephrin blk – blocks human EphB4 binding to ephrin-B2. P54760. hit rate 0.15% among 97,000. AID 720. inhibition, % at 7 µM. EphB4 LBD / TNYL-RAW-Alexa532 peptide, fluorescence polarization;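 active means inhibition above the screen-wide mean inhibition plus 3 SD, cut at about 15% in these data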;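 further: 0% = DMSO wells and 100% = excess unlabeled TNYL-RAW peptide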
CYP2C19 inhib – inhibitors of human CYP2C19 | AID 778 | CYP2C19 Supersomes, luciferin-H EGE luminescence, 30 min | inhibition, % at 5 µM | hit rate 21% among 96,000;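 active means CYP2C19 inhibition above a set limit at 5 µM in the primary screen, cut at about 50% in these data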;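 further: plate controls were negative control wells for no effect and 2.5 mM tranylcypromine positive control for full effect; values of inactives mirror those of a sister screen read the other way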
Starred values were filed as active, the others as inactive.

Start of the data: the first 2 entries, ahead of the listing:
Results for COCCn1nnnc1CN1CCOCC1 ?
PLAP activator: 0.9; E coli WT exp: -1; Pyk2 oligo antag: -0.32; CYP2C9 activ: 1.1; CYP2C19 act: 1.1; PostGolgi yeast: 11; CYP2C9 inhib: -7; EphB4 ephrin blk: 4; CYP2C19 inhib: -11

How did Cc1[nH]nc(Nc2ccccc2)c1[N+](=O)[O-] do in these assays?
PLAP activator: 1; E coli WT exp: -3; Pyk2 oligo antag: 0.04; CYP2C9 activ: 0.8; CYP2C19 act: 0.7; PostGolgi yeast: -3; CYP2C9 inhib: 20; EphB4 ephrin blk: 1; CYP2C19 inhib: 33

Main list, repeating the preview:
Results for COCCn1nnnc1CN1CCOCC1 ?
PLAP activator: 0.9; E coli WT exp: -1; Pyk2 oligo antag: -0.32; CYP2C9 activ: 1.1; CYP2C19 act: 1.1; PostGolgi yeast: 11; CYP2C9 inhib: -7; EphB4 ephrin blk: 4; CYP2C19 inhib: -11

How did Cc1[nH]nc(Nc2ccccc2)c1[N+](=O)[O-] do in these assays?
PLAP activator: 1; E coli WT exp: -3; Pyk2 oligo antag: 0.04; CYP2C9 activ: 0.8; CYP2C19 act: 0.7; PostGolgi yeast: -3; CYP2C9 inhib: 20; EphB4 ephrin blk: 1; CYP2C19 inhib: 33

Results for COc1ccccc1CN(Cc1cc2cc3c(cc2[nH]c1=O)OCCO3)Cc1nnnn1Cc1ccco1 ?
PLAP activator: 1; E coli WT exp: -10; Pyk2 oligo antag: -0.44; CYP2C9 activ: 0.9; CYP2C19 act: 1; PostGolgi yeast: -8; CYP2C9 inhib: 10; EphB4 ephrin blk: 2; CYP2C19 inhib: 3

Results for Cc1ccsc1C(=O)OCC(=O)NCc1ccc2c(c1)OCO2 ?
PLAP activator: 0.9; E coli WT exp: -10; Pyk2 oligo antag: 1.2; CYP2C9 activ: 0.3; CYP2C19 act: 0.4; PostGolgi yeast: -3; CYP2C9 inhib: 72*; CYP2C19 inhib: 60*

How did COc1ccc(Cn2c(C3CC3)nc3ccc(NC(C)=O)cc3c2=O)cc1 do in these assays?
PLAP activator: 1.3; E coli WT exp: 0; Pyk2 oligo antag: 0.7; CYP2C9 activ: 0.9; CYP2C19 act: 0.8; PostGolgi yeast: -12; CYP2C9 inhib: 13; EphB4 ephrin blk: -7; CYP2C19 inhib: 18

Results for COc1ccc(-c2c(C)nn3c(N4CCC(C(=O)NCCN(C)C)CC4)cc(C)nc23)cc1OC ?
PLAP activator: 1.4; E coli WT exp: 4; Pyk2 oligo antag: -0.09; CYP2C9 activ: 1; CYP2C19 act: 1.1; PostGolgi yeast: 14; CYP2C9 inhib: -4; CYP2C19 inhib: -10

How did O=C(Cn1nnc(-c2ccncc2)n1)Nc1ccc2c(c1)CCC2 do in these assays?
PLAP activator: 1.4; E coli WT exp: -7; Pyk2 oligo antag: 1.4; CYP2C9 activ: 0.2; CYP2C19 act: 0.1; PostGolgi yeast: -6; CYP2C9 inhib: 75*; EphB4 ephrin blk: -6; CYP2C19 inhib: 91*

What do the screens show for `Cc1nc(C)c(C(=O)C2=C(O)C(=O)N(CCCn3ccnc3)C2c2ccccc2)s1` (stereo not drawn)?
PLAP activator: 1.7; E coli WT exp: -2; Pyk2 oligo antag: 0.61; CYP2C9 activ: 0.8; CYP2C19 act: 0.9; PostGolgi yeast: 5; CYP2C9 inhib: 21; EphB4 ephrin blk: -4; CYP2C19 inhib: 15

Results for O=C(OCC(=O)c1ccc(S(=O)(=O)N2CCCC2)cc1)C1=COCCO1 ?
PLAP activator: 1.2; E coli WT exp: 13; Pyk2 oligo antag: -0.05; CYP2C9 activ: 1; CYP2C19 act: 1.1; PostGolgi yeast: 12; CYP2C9 inhib: 0; EphB4 ephrin blk: -2; CYP2C19 inhib: -6

How did CCOC(=O)C1CCCN(C2CC(=O)N(c3ccc(C)c(C)c3)C2=O)C1 (stereo not drawn) do in these assays?
PLAP activator: 1.3; E coli WT exp: -6; Pyk2 oligo antag: 0.78; CYP2C9 activ: 1.2; CYP2C19 act: 0.9; PostGolgi yeast: -2; CYP2C9 inhib: -20; EphB4 ephrin blk: 1; CYP2C19 inhib: 15

How did N#Cc1nc(COc2ccccc2F)oc1N1CCCCCC1 do in these assays?
PLAP activator: 0.7; E coli WT exp: 3; Pyk2 oligo antag: -1.5; CYP2C9 activ: 0.6; CYP2C19 act: 0.7; PostGolgi yeast: -8; CYP2C9 inhib: 45; EphB4 ephrin blk: -7; CYP2C19 inhib: 33

How did CCCCC(=O)OCc1cn(-c2ccc(Cl)cc2)nn1 do in these assays?
PLAP activator: 0.9; E coli WT exp: 12; Pyk2 oligo antag: 0.73; CYP2C9 activ: 0.8; CYP2C19 act: 0.7; PostGolgi yeast: -1; CYP2C9 inhib: 20; EphB4 ephrin blk: -6; CYP2C19 inhib: 26

How did COc1ccc(NC(=O)Nc2cccc(C)n2)cc1 do in these assays?
PLAP activator: 1; E coli WT exp: 1; CYP2C9 activ: 0.8; CYP2C19 act: 0.8; PostGolgi yeast: 2; CYP2C9 inhib: 21; CYP2C19 inhib: 23

How did COc1ccc(CNc2nc(NCc3ccc(OC)cc3)n(S(C)(=O)=O)n2)cc1 do in these assays?
PLAP activator: 0.9; E coli WT exp: 0; Pyk2 oligo antag: 0.84; CYP2C9 activ: 0.7; CYP2C19 act: 0.9; PostGolgi yeast: 10; CYP2C9 inhib: 31; EphB4 ephrin blk: 2; CYP2C19 inhib: 10

Results for c1ccc(N=P(N2CCOCC2)(N2CCOCC2)N2CCOCC2)cc1 ?
PLAP activator: 1.1; E coli WT exp: 2; Pyk2 oligo antag: -0.35; CYP2C9 activ: 1.1; CYP2C19 act: 1.1; PostGolgi yeast: -11; CYP2C9 inhib: -10; EphB4 ephrin blk: 0; CYP2C19 inhib: -14

How did COc1cc2nc(N3CCN(C(=O)C4CCCO4)CC3)nc(N)c2cc1OC (stereo not drawn) do in these assays?
PLAP activator: 1.3; E coli WT exp: 5; CYP2C9 activ: 0.4; CYP2C19 act: 0.7; PostGolgi yeast: 2; CYP2C9 inhib: 60*; EphB4 ephrin blk: -8; CYP2C19 inhib: 33

How did O=C(Cc1cccs1)NCc1cccnc1 do in these assays?
PLAP activator: 0.9; E coli WT exp: 11; Pyk2 oligo antag: -0.18; CYP2C9 activ: 0.9; CYP2C19 act: 1; PostGolgi yeast: -2; CYP2C9 inhib: 6; EphB4 ephrin blk: 0; CYP2C19 inhib: 1

How did O=c1cc(O)c(-c2ccccc2)c(Cl)[nH]1 do in these assays?
PLAP activator: 0.9; E coli WT exp: -16; Pyk2 oligo antag: -1.3; CYP2C9 activ: 0.8; CYP2C19 act: 1.2; PostGolgi yeast: -3; CYP2C9 inhib: 16; EphB4 ephrin blk: 2; CYP2C19 inhib: -18

Results for CCc1nn(CC(=O)NCCN2CCN(C)CC2)c(=O)c2cc3occc3n12 ?
PLAP activator: 1.2; E coli WT exp: 1; Pyk2 oligo antag: 0.55; CYP2C9 activ: 1.3; CYP2C19 act: 1.2; PostGolgi yeast: 3; CYP2C9 inhib: -30; CYP2C19 inhib: -23

What do the screens show for `Cc1ccc(Cn2c(CN(C)Cc3ccccc3)nc3c2c(=O)n(C)c(=O)n3C)cc1`?
PLAP activator: 1.5; E coli WT exp: -5; Pyk2 oligo antag: 0.17; CYP2C9 activ: 0.1; CYP2C19 act: 0.2; PostGolgi yeast: 0; CYP2C9 inhib: 94*; EphB4 ephrin blk: -1; CYP2C19 inhib: 78*

What do the screens show for `CCN1CCN(CC(O)COc2ccc(C(C)=O)cc2)CC1` (stereo not drawn)?
PLAP activator: 0.8; E coli WT exp: 3; CYP2C9 activ: 1; CYP2C19 act: 1.1; PostGolgi yeast: -20; CYP2C9 inhib: 4; EphB4 ephrin blk: -6; CYP2C19 inhib: -7

What do the screens show for `CCCCNc1nc2ccccc2[nH]1`?
PLAP activator: 2.7*; E coli WT exp: 19; Pyk2 oligo antag: 0.55; CYP2C9 activ: 1.1; CYP2C19 act: 0.8; PostGolgi yeast: 10; CYP2C9 inhib: -15; EphB4 ephrin blk: -3; CYP2C19 inhib: 18

What do the screens show for `COc1ccc2cc(CCNC(=O)C(C)C)c(=O)[nH]c2c1`?
PLAP activator: 0.9; E coli WT exp: 0; CYP2C9 activ: 0.9; CYP2C19 act: 0.9; PostGolgi yeast: -6; CYP2C9 inhib: 10; CYP2C19 inhib: 6

Results for CCOC(=O)c1ccc(CSc2nnc(C)n2N)o1 ?
PLAP activator: 0.9; E coli WT exp: 8; Pyk2 oligo antag: 1.2; CYP2C9 activ: 0.8; CYP2C19 act: 1.2; PostGolgi yeast: 5; CYP2C9 inhib: 20; EphB4 ephrin blk: -9; CYP2C19 inhib: -22

What do the screens show for `CSc1nc(Cc2ccc(Cl)cc2)nc2ccccc12`?
PLAP activator: 0.9; E coli WT exp: 14; Pyk2 oligo antag: -0.51; CYP2C9 activ: 1.1; CYP2C19 act: 1.1; PostGolgi yeast: 4; CYP2C9 inhib: -6; EphB4 ephrin blk: 0; CYP2C19 inhib: -6

Results for COc1ccc(Oc2nc(SC)nc3ccccc23)cc1 ?
PLAP activator: 0.9; E coli WT exp: -10; Pyk2 oligo antag: -0.41; CYP2C9 activ: 1.1; CYP2C19 act: 1; PostGolgi yeast: 8; CYP2C9 inhib: -6; EphB4 ephrin blk: 3; CYP2C19 inhib: 1

What do the screens show for `COc1cccc(-c2cc(C(=O)Nc3c(C)nn(Cc4ccccc4C)c3C)no2)c1`?
PLAP activator: 0.9; E coli WT exp: -6; Pyk2 oligo antag: 2; CYP2C9 activ: 0.7; CYP2C19 act: 0.9; PostGolgi yeast: 4; CYP2C9 inhib: 30; EphB4 ephrin blk: -2; CYP2C19 inhib: 5

Results for CCOC(=O)N1CCN(S(=O)(=O)c2ccc3c(c2)oc(=O)n3C)CC1 ?
PLAP activator: 0.8; E coli WT exp: -3; Pyk2 oligo antag: 2.2; CYP2C9 activ: 1; CYP2C19 act: 0.4; PostGolgi yeast: -10; CYP2C9 inhib: 0; EphB4 ephrin blk: 3; CYP2C19 inhib: 58*

How did Cc1ccc2c(c1)N(CCC(=O)NCc1cccs1)C(=O)C(C)O2 (stereo not drawn) do in these assays?
PLAP activator: 0.8; E coli WT exp: 7; Pyk2 oligo antag: 0.43; CYP2C9 activ: 0.3; CYP2C19 act: 0; PostGolgi yeast: 11; CYP2C9 inhib: 74*; EphB4 ephrin blk: 3; CYP2C19 inhib: 97*

Results for CN(C)C(=O)N1CCC(C(=O)NC2CCCCCCC2)CC1 ?
PLAP activator: 1.1; E coli WT exp: 6; Pyk2 oligo antag: 0.4; CYP2C9 activ: 1.2; CYP2C19 act: 1; PostGolgi yeast: -1; CYP2C9 inhib: -16; EphB4 ephrin blk: 1; CYP2C19 inhib: 0

What do the screens show for `O=C(O)CCCC(=O)Nc1ccc(Br)cc1`?
PLAP activator: 0.9; E coli WT exp: -14; Pyk2 oligo antag: -0.15; CYP2C9 activ: 1; CYP2C19 act: 1.1; PostGolgi yeast: 0; CYP2C9 inhib: -3; EphB4 ephrin blk: 5; CYP2C19 inhib: -9

How did COc1ccc(C2NC(c3ccc(OC)c(OC)c3OC)C(C)C(=O)C2C)c(OC)c1OC (stereo not drawn) do in these assays?
E coli WT exp: -6; Pyk2 oligo antag: -0.23; PostGolgi yeast: 2; EphB4 ephrin blk: 0

Results for COc1ccc(-c2nc(CSCC(=O)NCc3ccc4c(c3)OCO4)c(C)o2)cc1OC ?
PLAP activator: 1.4; E coli WT exp: 0; CYP2C9 activ: 0.5; CYP2C19 act: 0.3; PostGolgi yeast: -2; CYP2C9 inhib: 53*; CYP2C19 inhib: 65*

Results for CS(=O)(=O)N1CCN(Cc2ccc(C(F)(F)F)cc2)CC1 ?
PLAP activator: 1.1; E coli WT exp: 1; Pyk2 oligo antag: 0.66; CYP2C9 activ: 1.4; CYP2C19 act: 0.6; PostGolgi yeast: 5; CYP2C9 inhib: -42; EphB4 ephrin blk: 0; CYP2C19 inhib: 42

Results for Cc1cc2nnc(SC(C)C#N)n2c2ccccc12 (stereo not drawn) ?
E coli WT exp: -1; Pyk2 oligo antag: 0.67; PostGolgi yeast: 2; EphB4 ephrin blk: -1
